IL1B secr inh = qHTS for Inhibitors of Inflammasome Signaling: IL-1-beta AlphaLISA Primary Screen | 360,000 tested, 4.7% active | activity change, % at 57.5 µM | THP-1 LPS/ATP IL-1B secretion, AlphaLISA, 16 h; stronger effect = lower value; in the data active means activity change below about -50%; inconclusive means mostly about -30% to -49%; further: on the % scale 0 is the no-effect control and ±100 the full control effect
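Secreted IL-1B measured by AlphaLISA bead assay after 16 h compound exposure of THP-1 cells; compounds (final up to 57.5 uM) added 1 h before LPS (250 ng/mL) and ATP (1.25 mM) stimulation; lower signal means less secretion.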
MCF10A rerep = A quantitative high throughput screen for small molecules that induce DNA re-replication in MCF 10a normal breast cells. MCF 10A DNA re-replication, Hoechst nuclear intensity, 48 h. Potency, µM (top dose mostly 46.1 µM), without a hit: at the top dose activity, positive = re-replication, most hits filed as activators. 350,000 tested, 2.9% active; further: potency means the concentration at half of the fitted maximal effect; % of control where 0% means no effect; nearly all actives have a fitted effect of over 50% in size
KB-V1 cytotox = qHTS assay for MDR1-selective chemotherapeutics: Primary screen using the drug-selected MDR subline cells KB-V1 | KB-V1 MDR cells viability, CellTiter-Glo, 72 h | Potency, µM (titrated, usually from 46.1 µM), inactives show at the top dose activity change, negative = cytotoxicity, most hits filed as cytotoxic | 400,000 tested, 3.4% active; further: potency means the concentration at half of the fitted maximal effect; on the % scale 0 is the no-effect control and ±100 the full control effect; nearly all actives have a fitted effect of over 60% in size
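KB-V1, DMEM (no phenol red) + 10% FBS; cpd pin-transferred, titration series; 72 h, 37 degrees C; CellTiter-Glo, luminescence. Data normalized, curve-fit.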
D3 ag = qHTS of D3 Dopamine Receptor Agonist: qHTS | D(3) dopamine receptor (Homo sapiens), P35462 | D3R DiscoveRx beta-arrestin cells, luminescence, 90 min | max activation, % | 410,000 tested, 0.58% active | AID 652048, 2013; in the data active means max activation above about 30%; further: 0% is about no effect; mostly tested at two doses, the higher about 12 µM
Target sequence (P35462 whole entry, looked up): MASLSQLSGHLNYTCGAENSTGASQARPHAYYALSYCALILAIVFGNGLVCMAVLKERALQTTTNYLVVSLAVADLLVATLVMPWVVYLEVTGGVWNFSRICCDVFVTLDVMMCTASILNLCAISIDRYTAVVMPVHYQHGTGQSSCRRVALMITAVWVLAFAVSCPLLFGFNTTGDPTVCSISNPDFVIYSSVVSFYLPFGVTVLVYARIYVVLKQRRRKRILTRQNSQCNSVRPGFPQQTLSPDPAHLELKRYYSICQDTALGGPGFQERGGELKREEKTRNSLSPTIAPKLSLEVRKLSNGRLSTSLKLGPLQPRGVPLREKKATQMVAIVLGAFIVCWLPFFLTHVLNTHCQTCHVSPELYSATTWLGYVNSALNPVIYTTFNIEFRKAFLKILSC
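Agonist-mode cell screen: cells plated at 1500/well and incubated overnight at 37 °C, then exposed to library compounds for 90 min at 37 °C. Detection reagent was added for 30–60 min at room temperature, and luminescence was read.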
HEK293 tox = qHTS of GLP-1 Receptor Inverse Agonists: Cytotox Screen; Potency, µM (doses to about 38.3 µM), for inactives: top-dose activity change, negative = inhibition, hits mostly inhibitors; 410,000 tested, 0.13% active; HEK293 cAMP-luciferase reporter cells, luminescence, 24 h; AID 624418, 2012;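 further: loss of luciferase light is scored as toxicity; potency means the concentration at half of the fitted maximal effect; on the % scale 0 is the no-effect control and ±100 the full control effect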
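A 23 nL compound transfer followed 12 hours of cell culture at 37 deg C; exposure then lasted 24 hr. Luciferase assay detection reagent was dispensed and plates read for luminescence after a 12 min room-temperature wait.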
SW480 rerep = A quantitative high throughput screen for small molecules that induce DNA re-replication in SW480 colon adenocarcinoma cells; 340,000 tested, 1.8% active; Potency, µM (titrated, usually from 46.1 µM), inactives show at the highest dose re-replication activation, most hits filed as activators; SW480 DNA re-replication, Hoechst DNA content imaging, 48 h; AID 624297, 2012; further: potency means the concentration at half of the fitted maximal effect; % of control where 0% means no effect; nearly all actives have a fitted effect of over 55% in size
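Compounds, transferred as 23 nL by pin tool, were incubated with cells for 48 hr; DNA content per nucleus was then quantified by Hoechst staining and fluorescence plate imaging.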
HT1080 IDH1KD tx = qHTS for induction of synthetic lethality in tumor cells producing 2HG: qHTS for the HT-1080-IDH1KD cell line; HT-1080 IDH1 knockdown viability, ATP luminescence, 48 h; Potency, µM (highest dose often 46.1 µM), inactives show at the highest dose activity, negative = toxicity, usual class: cytotoxic; 360,000 tested, 2% active;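 further: potency means the concentration at half of the fitted maximal effect; 0% = DMSO wells and -100% = cell-free medium wells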
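Assay cells: HT-1080 with IDH1 knockdown, 750 per well, RPMI/5% FBS. Exposure: 48 h at 37 °C following 2 h pre-incubation. Read: CellTiter-Glo luminescence; fitted concentration-response, curve class assigned.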
KB-3-1 cytotox = qHTS assay for MDR1-selective chemotherapeutics: Primary screen using the parental adenocarcinoma cell KB-3-1 | KB-3-1 viability, CellTiter-Glo ATP luminescence, 72 h | Potency, µM (titrated, usually from 46.1 µM), for inactives: at the highest dose activity change, negative = cytotoxic, hits mostly cytotoxic | 400,000 tested, 1.4% active | AID 1347075, 2019; further: potency means the concentration at half of the fitted maximal effect; on the % scale 0 is the no-effect control and ±100 the full control effect; nearly all actives have a fitted effect of over 60% in size
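Cytotoxicity in the drug-sensitive parental line KB-3-1 was scored as loss of CellTiter-Glo luminescence following 72 h incubation with compound. Values come from curve fitting of normalized concentration-response data.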
HT1080NT lethal = qHTS for induction of synthetic lethality in tumor cells producing 2HG: qHTS for the HT-1080-NT fibrosarcoma cell line. HT-1080-NT fibrosarcoma viability, CellTiter-Glo ATP luminescence, 48 h. Potency, µM (top dose mostly 46.1 µM), without a hit: at the top dose activity, negative = less viability, usual class: cytotoxic. 360,000 tested, 1.6% active. AID 686970, 2013;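 further: NT is the 2HG producing partner of a matched IDH1 knockdown line; potency means the concentration at half of the fitted maximal effect; 0% = DMSO-treated cells and -100% = media-only wells without cells; nearly all actives have a fitted effect of over 55% in size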
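Read-out is CellTiter-Glo luminescence after 10 minutes at room temperature, following 48 hours' compound treatment of HT-1080-NT cells (750 cells/well, RPMI, 5% FBS, 37 degrees C).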
Active calls of the source: *; ? = inconclusive; . = no result given; [ ] = dose if it differs, or a comment. Unless noted, the call rests on the fitted dose curve; in most records, active means well fitted curve in the direction sought with a large enough effect; inconclusive means small, poorly fitted or top-dose-only effect, or another doubt; inactive means no such curve, though single readings can be large; an effect the other way counts as inactive or inconclusive.

Results follow in this order: IL1B secr inh, MCF10A rerep, KB-V1 cytotox, D3 ag, HEK293 tox, SW480 rerep, HT1080 IDH1KD tx, KB-3-1 cytotox, HT1080NT lethal
CCOC(=O)C1CCN(c2c(NCc3ccc(C(=O)N(C)Cc4ccccc4)cc3)c(=O)c2=O)CC1
 : 34, -6%, 2%, -4, -21%, 3%, -2%, 2%, -2%
O=C(c1ccc(S(=O)(=O)N2CCCC2)cc1)N1CCN(c2cccc(Cl)c2)CC1
 : -26, 3%, -29%, -1, -4%, 1%, -4%, -26%, -17%
Cc1nc(N2CCC(C)CC2)c(C#N)c(C)c1[N+](=O)[O-]
 : 26, -1%, -7%, 7, 3%, -9%, 19%, -24%, 12%
COc1ccccc1OCCSc1nnnn1C1CCCCC1
 : 0, 4%, -13%, -2, -2%, -3%, 3%, 17%, 13%
CCCn1c(-c2ccc(F)cc2)cnc1SCC(=O)O
 : 6, ?, 11%, -1, -2%, ?, 13%, -7%, 2%
c1ccc(-c2ccnc3nc(-n4cccc4)nn23)cc1
 : 11, -11%, 8%, -7, -4%, 1%, ?, 0%, ?
CCCCCOc1ccc(C(=O)CCC(=O)NC(C)c2ccc(S(N)(=O)=O)cc2)cc1 (stereo unspecified)
 : 19, ?, ?, 22, -17%, 26%, -20%, -8%, -25%
COc1cccc(Cc2nc3ccccc3nc2SCC(=O)N2CCCc3ccccc32)c1
 : ., ., 2%, -13, 4%, ., ., -25%, .
CCC(Cn1nnc2ccccc2c1=O)NC(=O)Nc1cc(Cl)ccc1OC (stereo unspecified)
 : ., ., 2%, -21, 3%, ., ., 2%, .
Cc1n[nH]c(=O)nc1NCc1ccccc1
 : -5, -2%, ?, 2, -13%, -6%, -2%, 7%, 8%
O=c1[nH]n2c(=O)c3c([nH]c2c1N=Nc1ccccc1)CCC3
 : 12, 1%, 2%, -4, ?, -3%, 4%, 13%, 0%
COc1ccc(NCc2nnc(SCC(=O)N3CCCc4ccccc43)n2C)cc1
 : -4, -3%, -26%, 3, -12%, -6%, -3%, -6%, -2%
O=C(Nc1ccccc1N1CCOCC1)c1cccc(F)c1
 : 10, 21%, -20%, 2, -5%, 0%, -1%, 13%, 1%
CS(=O)(=O)N(CC(N)=O)c1ccc(F)c(Cl)c1
 : 9, -2%, 22%, 2, 10%, -7%, 7%, 6%, 8%
Cc1c(NC(=O)c2ccc(CC(C)C)o2)c(=O)n(-c2ccccc2)n1C
 : 1, 0%, -8%, 5, -3%, -3%, 7%, 0%, 4%
CC(C)CC(NS(=O)(=O)c1ccccc1)C(=O)O (stereo unspecified)
 : -8, -184%[0.0737 µM], 27%, -1, 1%, -35%[inhibitor], 17%, -7%, 1%
Cc1ccccc1NS(=O)(=O)c1c(C(=O)N2CCCCCC2)c(C)n(C)c1C
 : 4, 3%, -11%, -6, -1%, -2%, 4%, 4%, 6%
CCOC(=O)N1C2=NC(C(=O)OC)=C(C(=O)OC)[C@@H]3N(C)c4ccccc4[C@]23C[C@H]1C(=O)OC
 : 0, ?, 10%, 8, -3%, -15%, -3%, 7%, 1%
CC1=CC(=O)C2(C)C(C)=C(C)C12C (stereo unspecified)
 : -8, ., 1%, -3, -13%, ., 9%, 10%, 5%
CCOC(=O)C1=C(C)OC(N)=C(C#N)C1c1cc(F)ccc1F (stereo unspecified)
 : -66*, -1%, -7%, 3, -5%, -20%, ?, 10%, ?
CN(C)CCCNc1ncnc2c1c(-c1ccccc1)cn2-c1ccccc1
 : ?, 11%, 2%, 3, ?, 8%, ?, -29%, ?
NC(=O)c1cc(Cl)ccc1OCC(=O)Nc1ccc2c(c1)OCO2
 : -18, 7%, -2%, -2, -23%, -22%, 9%, -5%, 17%
N#Cc1ccc(S(=O)(=O)Nc2ccccc2N2CCOCC2)cc1
 : 14, 5%, ?, 4, -8%, -9%, 1%, -25%, -1%
COc1nc(=O)n(C2OC(CO)C(O)C2O)cc1C (stereo unspecified)
 : 4, -4%, 2%, 3, -3%, 1%, 24%, -1%, 3%
COc1cc2cnc(C3=CCCCC3)cc2cc1OC
 : -6, 13%, -3%, -5, 5%, -7%, 0%, 10%, 4%
CN1CCN(NC(=O)c2cccs2)CC1
 : 12, 0%, -3%, -6, 0%, 0%, 9%, -5%, 28%
CCCOCc1ccc(O)c2ncccc12
 : -8, 18%, ?, -12, -21%, 5.8µM*, ?, ?, -11%
CCC1CCc2sc(C(=O)N(C)CC(=O)Nc3ccc(OC)cc3)cc2C1 (stereo unspecified)
 : -3, ?, -4%, 2, -5%, 0%, 22%, -24%, 6%
Cc1nnc2n1N=C(c1ccc3c(c1)NC(=O)CO3)CS2
 : -7, 0%, 2%, -11, -2%, 5%, -1%, -55%, 6%
Fc1ccccc1/C=N/Nc1nn[nH]n1
 : -3, -16%, 7%, 4, -10%, -3%, 0%, 9%, 0%
Cc1[nH]n(C(N)=S)c(=O)c1N=Nc1ccc([N+](=O)[O-])cc1Cl
 : 21, ?, -13%, -13, ?, 1%, 0%, -4%, ?
O=C(O)CC/C(=C\c1cc([N+](=O)[O-])ccc1Cl)c1nc2ccccc2s1
 : 15, 19%, 1%, 9, -15%, -2%, -11%, 0%, -10%
Cc1cccc(NC(=O)c2ccc3nc(C(C)C)oc3c2)c1C
 : ., ., ?, -14, -11%, ., ., ?, .
Cc1cc(C)cc(NC(=O)C(Cc2ccccc2)NS(=O)(=O)c2ccc3c(c2)CCC(=O)N3)c1 (stereo unspecified)
 : ., ., -2%, -8, 4%, ., ., -13%, .
CN(C(=O)CSc1nnnn1C)C1(C#N)CCCCC1
 : 8, -2%, ?, 2, 3%, -10%, 21%, 7%, 1%[9.24 µM]
CCOc1ccc(Nc2cc(C(=O)NCc3ccccc3Cl)c3ccccc3n2)cc1
 : ., ., -6%, -3, 2%, ., ., 1%, .
CC(C(=O)Nc1nc2ccccc2[nH]1)N1C(=O)C2CC=CCC2C1=O (stereo unspecified)
 : 0, -3%, 3%, 1, 25%, -2%[9.22 µM], -1%, 1%, -2%
Cc1onc(-c2c(F)cccc2Cl)c1C(=O)Nc1ccc(OC(C)C)cc1
 : ., ., 13%, 7, -1%, ., ., -2%, .
CN(Cc1ccccc1)CC(O)COc1ccc(CNCc2cccnc2)cc1 (stereo unspecified)
 : -14, ?, -7%, -5, -29%, 21%, ?, -23%, -9%
C(=N\n1cnnc1)/c1nc2ccccc2[nH]1
 : 23, 2%, 17%, -4, 0%, 0%, -6%, -1%, -7%
CN(C)CCNC(=O)c1cc2cc(Br)ccc2oc1=O
 : 0, -4%, 3%, -9, 5%, -13%, 3%, 2%, 6%
O=C(COc1ccc(F)cc1F)Nc1cccnc1
 : -29, 2%, 11%, 11, 4%, 6%, 24%, ?, 0%
COc1ccccc1/C=C(\C#N)c1nc(-c2cc3ccccc3oc2=O)cs1
 : ., ., 0%, 1, 8%, ., ., 11%, .
CC(C)(C)OC(=O)N1CCC(c2c(C(=O)N3CCCCC3)cnn2-c2ccc(F)cc2)CC1
 : ., ., -10%, 3, 6%, ., ., 3%, .
O=C(O)c1cc(NC(=O)c2ccc3c(c2)C(=O)N(Cc2ccccc2)C3=O)cc(C(=O)O)c1
 : -10, -6%, 23%, -12, 5%, -21%, 0%, 3%, 4%
O=C(O)c1cc(N/N=C/C=C/c2ccccc2)ccc1Cl
 : 6, 21µM*, -2%, -8, 221%[activator], -8%, -6%, 1%, 2%
O=S1(=O)CCN(Cc2ccc(F)cc2)CC1
 : 11, -4%, -1%, 5, -10%, -14%, 4%, -3%, 23%
CCc1nnc(NC(=O)CCC(=O)N2CCN(c3cccc(Cl)c3)CC2)s1
 : 23, 3%, -17%, -6, -18%, 6%, -10%, -1%, -13%
O=C(CC1C(=O)NCCN1Cc1ccc(F)cc1)NC1CCCCCCC1 (stereo unspecified)
 : -2, -1%, 9%, 1, -11%, -1%, 0%, -7%, -5%
CCCCOc1ccc(C(=O)N/C(=C\c2ccc(OC)cc2)C(=O)OCc2ccco2)cc1
 : -20, 2%, -6%, 7, -2%, 1%, -6%, 2%, -5%
Cc1ccccc1-c1nnc(SCC(=O)NCc2ccc3c(c2)OCO3)n1C
 : 7, 16%, 13%, 2, -4%, 11%, 1%, 20%, -11%
COc1ccccc1CNC(=O)CCCC(=O)n1nc(C)c2ccccc21
 : 2, ?, -16%, 1, 5%, -8%, 5%, 4%, 19%
Cc1n[nH]c(C)c1CCCOc1ccccc1
 : -9, -17%, -29%, 2, -10%, -2%, 0%, -18%, 4%
CSCCC(NC(=O)COc1ccccc1)C(=O)N1CCCC(C(F)(F)F)C1 (stereo unspecified)
 : 7, 2%, ?, 4, -13%, -3%, 2%, -2%, 5%

Of the compounds above, two have a furan ring, fused or not:
Results follow in this order: IL1B secr inh, MCF10A rerep, KB-V1 cytotox, D3 ag, HEK293 tox, SW480 rerep, HT1080 IDH1KD tx, KB-3-1 cytotox, HT1080NT lethal
Cc1c(NC(=O)c2ccc(CC(C)C)o2)c(=O)n(-c2ccccc2)n1C
 : 1, 0%, -8%, 5, -3%, -3%, 7%, 0%, 4%
CCCCOc1ccc(C(=O)N/C(=C\c2ccc(OC)cc2)C(=O)OCc2ccco2)cc1
 : -20, 2%, -6%, 7, -2%, 1%, -6%, 2%, -5%

Screening results from PubChem BioAssay.
